High-throughput results (PubChem BioAssay)
PAD4 FP inh: blocks human protein arginine deiminase 4 | inhibition, % at 6.36 µM | Q9UM07 | recombinant PAD4, RCA probe fluorescence polarization | actives 0.41% (n = 330,000);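 active = percent inhibition above a cutoff equal to the mean of all tested compounds plus 3 SD, cut at about 15% in these data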;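 note: 0% = PAD4 with RCA probe and DMSO and 100% = probe without PAD4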
PREPL inh: inhibits the human prolyl oligopeptidase-like enzyme; actives 0.68% (n = 320,000); recombinant PREPL, fluorescence polarization activity-based probe; inhibition, % at 5.96 µM; Q4J6C6; in the data active = inhibition above about 43%;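 note: 0% = enzyme with DMSO and 100% = wells lacking enzyme; many of its hits are not listed in these tables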
GSTO1 inh: counter-screen for RBBP9 inhibitors: inhibitors of human GSTO1. P78417. AID 1974. actives 1.1% (n = 300,000). recombinant GSTO1, activity-based probe fluorescence polarization. inhibition, % at 5.96 µM;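 active = inhibition above the campaign mean inhibition plus 3 SD, cut at about 35% in these data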;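 note: 0% = GSTO1-1 with DMSO and 100% = wells lacking GSTO1-1 enzyme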
LYPLA1 inh: LYPLA1 (human) inhibition in PME1 counter-screen. actives 0.16% (n = 320,000). inhibition, % at 5.9 µM. recombinant LYPLA1, FP-Rh probe fluorescence polarization;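 active = inhibition above the mean of all tested compounds plus 3 SD, set per campaign, cut at about 14% in these data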;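 note: inhibitors block serine hydrolase probe labeling of LYPLA1 so polarization falls; 0% = enzyme with DMSO and 100% = wells lacking LYPLA1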
Target sequence (O75608 whole entry, looked up): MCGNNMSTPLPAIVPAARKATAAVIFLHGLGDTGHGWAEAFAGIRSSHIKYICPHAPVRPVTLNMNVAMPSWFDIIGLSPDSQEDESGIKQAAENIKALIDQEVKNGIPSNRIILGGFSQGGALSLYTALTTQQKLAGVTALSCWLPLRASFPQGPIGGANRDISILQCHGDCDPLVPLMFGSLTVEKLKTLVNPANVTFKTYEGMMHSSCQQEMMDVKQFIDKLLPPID
PAFAH2 FP inh: PAFAH2 (human) inhibition; recombinant PAFAH2, FP-rhodamine activity probe, fluorescence polarization; inhibition, % at 3.39 µM; actives 0.99% (n = 340,000); Q99487;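 active = inhibition above the mean over all tested compounds plus 3 SD, cut at about 30% in these data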;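 note: inhibitors block probe labeling of enzyme so polarization drops; 0% = enzyme with DMSO and 100% = wells lacking PAFAH2 protein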
PAFAH1B3 FP inh: inhibitors of human PAFAH1B3; Q15102; recombinant PAFAH1B3, FP-rhodamine probe, fluorescence polarization; inhibition, % at 3.39 µM; actives 0.28% (n = 340,000);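 active = inhibition above the screen-wide average of all tested compounds plus 3 SD, cut at about 25% in these data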;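 note: 0% = enzyme with DMSO only and 100% = wells lacking PAFAH1B3 protein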
Target sequence (Q15102 whole entry, looked up): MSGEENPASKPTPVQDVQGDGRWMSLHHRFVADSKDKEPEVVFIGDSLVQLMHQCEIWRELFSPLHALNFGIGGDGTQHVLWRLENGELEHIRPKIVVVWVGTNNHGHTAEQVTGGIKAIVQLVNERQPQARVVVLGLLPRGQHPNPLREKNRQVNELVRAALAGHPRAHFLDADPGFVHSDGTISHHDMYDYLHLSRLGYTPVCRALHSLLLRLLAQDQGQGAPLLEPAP
PAFAH1B2 FP inh: PAFAH1B2 (human) inhibition; P68402; recombinant PAFAH1B2, FP-rhodamine activity probe, fluorescence polarization; inhibition, % at 3.39 µM; actives 1.2% (n = 340,000);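 active = inhibition above the mean of all tested compounds plus 3 SD, cut at about 24% in these data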;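 note: 0% = enzyme with DMSO and 100% = wells lacking PAFAH1B2; many of its hits are not listed in these tables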
pPAFAH FP inh: pPAFAH (human) enzyme inhibition | actives 1.5% (n = 330,000) | inhibition, % at 3.39 µM | AID 463082 | recombinant pPAFAH, FP-rhodamine probe fluorescence polarization;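 active = inhibition above the mean inhibition across the screen plus 3 SD, cut at about 25% in these data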;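 note: inhibitors block binding of the rhodamine activity-based probe so polarization drops; 0% = enzyme with DMSO and 100% = wells lacking pPAFAH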
Target sequence (Q13093 whole entry, looked up): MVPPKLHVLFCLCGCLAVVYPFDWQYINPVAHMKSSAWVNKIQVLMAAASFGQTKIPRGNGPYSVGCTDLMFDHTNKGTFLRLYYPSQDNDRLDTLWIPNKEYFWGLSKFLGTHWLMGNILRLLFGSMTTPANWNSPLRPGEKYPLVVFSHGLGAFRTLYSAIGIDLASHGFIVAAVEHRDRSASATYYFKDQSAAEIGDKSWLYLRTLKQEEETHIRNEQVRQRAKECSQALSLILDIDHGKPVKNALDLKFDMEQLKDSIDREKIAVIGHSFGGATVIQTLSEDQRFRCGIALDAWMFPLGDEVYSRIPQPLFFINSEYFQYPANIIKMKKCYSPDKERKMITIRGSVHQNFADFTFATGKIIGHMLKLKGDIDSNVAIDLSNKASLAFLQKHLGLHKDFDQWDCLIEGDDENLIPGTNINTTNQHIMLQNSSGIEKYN
LYPLA2 inh: counter-screen for PME1 inhibitors: inhibitors of human LYPLA2; recombinant LYPLA2, FP-Rh probe fluorescence polarization; actives 0.38% (n = 320,000); O95372; inhibition, % at 5.9 µM;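 active = inhibition above the screen-wide mean plus 3 SD, limit set per campaign, cut at about 26% in these data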;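 note: 0% = LYPLA2 with DMSO and 100% = wells lacking LYPLA2 enzyme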
An asterisk follows results filed as active; . = no result given. Some of the compounds tested; the hit share may differ from the screen's.

SMILES	PAD4 FP inh	PREPL inh	GSTO1 inh	LYPLA1 inh	PAFAH2 FP inh	PAFAH1B3 FP inh	PAFAH1B2 FP inh	pPAFAH FP inh	LYPLA2 inh
O=c1[nH]ncc(N/N=C\c2cccs2)c1Cl	0	-20	8	-2	9	2	-4	3	-1
Cc1ccc(C)c2[nH]c(=O)c(CN(Cc3nnnn3C3CCCCC3)CC3CCCO3)cc12 (configuration not stated)	-1	-7	6	-1	0	12	2	1	-3
O=C(CN1CCN(Cc2ccccc2F)C1=O)NCCN1CCOCC1	-2	10	-1	1	9	4	-1	-3	-4
O=C(CCc1ccccc1)NN1C(=O)C2C3C=CC(O3)C2C1=O (configuration not stated)	-9	10	1	4	6	1	8	5	6
Cc1ccc(CN2CCN(/N=C/c3cccnc3)CC2)cc1	2	11	2	4	-8	-1	3	5	10
CN(C)C(CNC(=O)CSC(=S)N1CCCC1)c1ccccc1 (configuration not stated)	-3	8	.	.	4	3	4	-4	.
Cc1ccc(C(=O)Nc2ccc3c(c2)OCCO3)o1	-4	14	19	0	3	8	3	-5	4
CCc1cc(=O)oc2c(C)c(OCC(=O)NCCCN3CCCC3=O)ccc12	-7	13	-3	0	1	0	6	-2	-2
CC1CCN(Cc2c(C(=O)N/N=C/c3cc(Br)ccc3O)nnn2-c2nonc2N)CC1	3	6	-1	-4	2	12	4	7	-6
Nc1nc(Nc2ccc(Cl)cc2)nc(NCCO)c1[N+](=O)[O-]	1	-76	-22	4	.	.	.	6	4
O=C(Nc1c2c(nn1-c1ccccc1)CS(=O)(=O)C2)c1ccc2c(c1)OCO2	-1	1	0	-4	4	-1	1	3	-3
CS(=O)(=O)N(CC(=O)Nc1ccc2c(c1)OCCO2)Cc1ccccc1	3	-2	-2	0	-1	5	0	0	-2
C=CCn1cc(C(=O)N2CCN(c3ccccc3)CC2)c(=O)c2cc(S(=O)(=O)N3CCCC3)ccc21	1	19	-9	-1	-2	5	-3	6	3
Cc1cc(-n2c(C)cc(C(=O)COc3ccc(Cl)cc3C(N)=O)c2C)no1	3	7	.	.	3	5	-1	-3	.
CC(=O)Nc1ccc(NC(=O)COc2ccc3c(c2)CCC3)cc1	-1	-6	13	2	2	12	4	0	1
COc1ccc(-n2ncc3c2CC(C)(C)CC3NC(=O)CCC2=NNC(=O)CC2)cc1 (configuration not stated)	2	13	6	2	3	10	0	10	12
Cc1ccc(S(=O)(=O)Nc2ccc3oc(=O)sc3c2)c(C)c1	22*	26	14	-1	8	-1	28*	16	1
Cc1cc(NC(=O)NCc2ccccc2)c(=O)n(Cc2ccccc2F)c1	3	-5	-2	4	2	8	2	2	5
COc1ccc(C)cc1NC(=O)c1[nH]c(C)c(C(C)=O)c1C	0	3	-8	-2	0	10	-2	2	-1
O=C(CSc1nc2ccccc2s1)N1c2ccccc2Sc2ccc(C(F)(F)F)cc21	7	-2	2	-1	-10	-6	-2	-9	-5
CC(C)c1ccc(NC(=O)CCNS(=O)(=O)c2ccc3[nH]c(=O)oc3c2)cc1	-2	12	6	-5	8	2	2	7	11
Cc1nnc(Nc2ccc(F)cc2)c2ccccc12	3	14	10	1	3	11	1	4	2
Cc1cccc(CSC2=NCCN2S(=O)(=O)c2ccc(F)cc2)c1	-2	-9	-1	0	7	3	-1	8	-1
Cc1ccc(NC(=O)COC(=O)Cc2c(F)cccc2Cl)cc1S(=O)(=O)N1CCOCC1	-3	12	-7	-3	-1	-5	8	1	-2
O=C(NCCCN1CCCC1)Nc1ccccc1[N+](=O)[O-]	0	20	-3	3	7	2	-1	0	0
CCCc1cc(=O)[nH]c(SCc2cc(C(=O)OC)c(C)o2)n1	1	-1	-3	-5	4	7	6	19	-8
COc1cccc(COC(=O)CCNC(=O)c2ccc(Br)cc2)c1OC	-7	7	-6	-2	9	10	8	0	0
COc1ccc(C)cc1NC(=O)CN1CCN(C/C=C/c2ccccc2)CC1	-1	5	1	4	2	4	-1	0	6
C=CCNC(=O)c1onc(CSc2cc(C)cc(C)c2)c1C(=O)NCC=C	1	-9	1	0	4	-1	-2	4	-4
CCOC(=O)C1CCN(C(=O)COc2cc(C)c(Br)c(C)c2)CC1	1	9	-1	0	1	1	-1	7	2
CCN1CCN(C(=O)C2(NC(=O)Nc3cccc(F)c3)CCCCC2)CC1	3	19	-6	-2	3	6	2	-3	3
O=C1c2cccc3cccc(c23)C(=O)N1Cc1ccccc1	2	-10	8	-4	8	2	2	-1	-1
O=C(COC(=O)COc1ccccc1)NC1CCCc2ccccc21 (configuration not stated)	-3	-5	2	0	10	-3	1	21	-2
CCC1=C(OC(=O)N(CC)CC)N2C(=O)OC(=NCC3CC3)[C@]2(C)[C@H]2C1=CC[C@H]1C(=O)N(C)C(=O)[C@H]12	-3	-39	7	-2	0	4	-4	3	-3
CCOC(=O)c1[nH]c2ccccc2c1NC(=O)c1ccc2c(c1)OCO2	4	9	-3	-2	-1	4	5	8	0
CC(Cl)C(=O)Nc1cc(C(C)(C)C)nn1-c1ccccc1 (configuration not stated)	0	3	13	-3	6	10	5	2	-5
Cc1ccc(Sc2ccncc2S(N)(=O)=O)cc1	3	-4	7	-2	4	9	4	-3	-5
CCOc1ccc(CNc2ccc3c(c2)ncn3C)cc1	-4	15	-5	1	3	10	2	-1	2
CN(C)CCO/N=C(\c1ccc(Br)cc1)c1cccnc1	5	-13	-4	1	0	6	9	5	5
O=C(CS(=O)(=O)c1c[nH]c2ccccc12)NC1CCCCC1	-2	4	2	3	5	5	5	-2	4
Cc1ccc(O)c(Nc2nc(-c3ccccc3)nc3ccccc23)c1	-3	2	3	2	-3	2	-3	4	0
COC(=O)CSc1nnc(-c2ccco2)n1Cc1ccco1	-3	-7	16	0	-3	8	-2	10	3
CCOC(=O)C1(Cc2cccc(OC)c2)CCCN(S(=O)(=O)c2cccnc2)C1 (configuration not stated)	-3	6	2	1	2	-1	-1	1	10
CC(=O)Nc1ccc(S(=O)(=O)n2cnc3cc(C)c(C)cc32)cc1	-4	4	2	-4	-2	0	4	2	-6
O=C(NCc1cccs1)c1cc(-c2cccc(Cl)c2)on1	-6	5	2	0	5	2	0	2	1
Cc1cc(Cl)ccc1OCCCC(N)=O	-7	-6	-2	-5	-11	3	4	0	-11
Cc1ccc(C(C)(C)C)c(OCCN2CCCC2)c1	3	5	0	-1	-1	1	4	-1	4
CCCC[C@@H]1C[C@H]1[C@@H](NC(=O)c1cccs1)c1ccc(C(F)(F)F)cc1	1	-3	5	-5	.	.	.	-4	-14
O=C(CNc1cccc(Cl)c1)c1ccc(Cl)cc1	-5	14	3	1	-1	6	0	6	-3
NC(=O)c1ccc(-c2noc(-c3ccccc3F)n2)cc1	1	3	.	-8	1	5	0	4	7

Next records:
SMILES	PAD4 FP inh	PREPL inh	GSTO1 inh	LYPLA1 inh	PAFAH2 FP inh	PAFAH1B3 FP inh	PAFAH1B2 FP inh	pPAFAH FP inh	LYPLA2 inh
Cc1ccc(S(=O)(=O)NC2(C(F)(F)F)NC(=O)N(C)C2=O)cc1 (configuration not stated)	4	5	5	-1	4	0	-4	3	4
CCCOc1cccc(C(=O)N(Cc2cccs2)C2CCS(=O)(=O)C2)c1 (configuration not stated)	3	3	-1	3	-7	6	1	7	1
C=Cc1cccc(NC(=O)COc2ccccc2)c1	-2	6	0	3	3	7	0	8	7
COc1ccc(O)c(CNn2c(-c3ccc(Br)cc3)nc3ccccc3c2=O)c1	-1	18	-2	4	2	-5	7	6	6
Fc1ccccc1Cn1nnc2c(NCc3ccccn3)ncnc21	0	-10	-1	-2	3	5	1	7	-12
CC(C)CCNC(=O)c1ccc2c(c1)N(C)C(=O)c1ccccc1S2	2	9	-3	-1	6	2	3	2	-5
NS(=O)(=O)c1ccc(CNC(=S)NC2CCCC2)cc1	0	-3	1	-1	-1	2	7	0	1
Cc1ccc(S(=O)(=O)Cn2nnnc2C(C)N2CCN(C(=O)c3ccco3)CC2)cc1 (configuration not stated)	0	-39	-1	3	9	9	3	7	5
Cn1cccc1C(=O)Nc1nccs1	4	4	2	-1	-1	-5	-2	2	-3
COc1ccc(/C=N/NC(=S)Nc2ccccc2)cc1	-2	1	-1	-3	2	8	3	6	-2

An excerpt from above in order of their number in PAFAH1B2 FP inh, ascending:
molecule,PAFAH1B2 FP inh
Cc1ccc(S(=O)(=O)NC2(C(F)(F)F)NC(=O)N(C)C2=O)cc1 (configuration not stated),-4
CCCOc1cccc(C(=O)N(Cc2cccs2)C2CCS(=O)(=O)C2)c1 (configuration not stated),1
COc1ccc(O)c(CNn2c(-c3ccc(Br)cc3)nc3ccccc3c2=O)c1,7

Other records follow:
SMILES	PAD4 FP inh	PREPL inh	GSTO1 inh	LYPLA1 inh	PAFAH2 FP inh	PAFAH1B3 FP inh	PAFAH1B2 FP inh	pPAFAH FP inh	LYPLA2 inh
CC(C)C[C@H](NC(=O)Nc1cccc(Br)c1)C(=O)O	-3	2	-1	-6	-8	-6	1	3	-3
O=C(O)CCC(=O)NNC(=O)CCC(=O)NCc1ccccc1	-8	16	-11	1	-11	6	2	0	-2
c1ccc(CNc2ncnc3nc[nH]c23)cc1	-1	-8	-3	0	-2	8	3	5	5
Cc1ccc(C)c(NC(=O)CN(C)C(=O)c2ccncc2)c1	0	6	6	-1	0	-3	6	10	1
CC(=O)Nc1cccc(C(=O)OCC(=O)NC(=O)c2ccccc2)c1	6	6	5	-3	-6	3	-1	-2	3
CCOCCCNC(=O)Cn1ncc2c(=O)oc3ccccc3c21	-4	-3	2	-4	-4	-1	3	-3	-1
COc1ccc(CCNC(=O)c2cc(-c3ccco3)on2)cc1OC	0	-3	3	-5	-3	5	2	2	-3
Clc1ccc(CN2CCN(/N=C/c3cccnc3)CC2)cc1	-2	14	0	9	2	4	-1	5	13
Nc1cc[n+](CC(=O)Nc2ccccc2)cc1	0	-3	-3	-5	5	5	6	0	-8
Cc1cccc(C(=O)Nc2ccc(NC(=O)Cc3ccc(Cl)cc3)cc2)c1	0	-2	1	2	8	-3	1	-3	-1
CC1(C)Cc2nc3sc4c(OCc5ccccc5)ncnc4c3cc2CO1	-1	14	1	-4	1	11	2	2	2
COc1ccc2[nH]c(=O)c(CN(C)C(=O)COc3ccccc3)cc2c1	-1	5	0	0	4	-2	-5	3	0
CCCc1[nH]nc2c1C(c1ccc(OCCN3CCOCC3)c(OC)c1)C(C#N)=C(N)O2 (configuration not stated)	-5	9	12	2	7	6	9	0	2
CCOc1ccccc1NC(=O)COC(=O)c1nc2nccc(C)n2n1	-1	6	.	.	4	18	3	-2	.
COc1cccc(NC(=O)Nc2nnc(CC(=O)Nc3ccccc3)s2)c1	-1	-14	-25	-22	-22	-14	-15	-12	-30
O=C(Nc1ccc(F)cc1)C(Sc1nnc2ccccn12)c1ccccc1 (configuration not stated)	0	9	7	-2	-1	6	4	5	-3
CC(C)(C)NC(=O)c1ccncc1	1	8	0	4	-1	6	4	-4	1
O=C(C1CCCN1S(=O)(=O)c1cccc2nsnc12)N1CCN(c2ccc(F)cc2)CC1 (configuration not stated)	1	10	0	-3	4	-3	-7	3	4
CCOC(=O)N/N=C/c1c(C)nn(-c2cccc(C(F)(F)F)c2)c1Cl	2	7	-2	-4	-3	6	6	10	11
CC(=O)C(Cc1ccccc1)NC(=O)CN1CCN(Cc2ccccc2)CC1 (configuration not stated)	-2	24	11	-4	2	5	11	-9	-4
COc1ccc2c(c1)sc1nc(-c3ccccc3)cn12	-8	16	-12	-4	-3	1	6	1	-6
